Assay outcomes deposited in PubChem BioAssay by National Center for Advancing Translational Sciences (NCATS).
PI4K2A inh: qHTS for small molecular inhibitors of PI4K2A; Phosphatidylinositol 4-kinase type 2-alpha (Homo sapiens), Q9BTU6; purified PI4K2A, ADP-Glo luminescence, 1 h; stronger effect = lower value; activity change, negative = inhibition, % at 76.9 µM; 420,000 tested, 0.13% active; AID 1346378, 2018; in the data active = activity change below about -50%; inconclusive = mostly about -30% to -49%;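 note: -100% = wells without enzyme as full effect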
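Compounds are screened against recombinant PI4K2A using PI as substrate and ATP, the latter dispensed at 300 microM. Reactions run one hour at ambient temperature before ADP-Glo detection; full inhibition defined by wells lacking enzyme.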
ERG Ets-DNA blk: qHTS for Small Molecule Inhibitors of the ERG Ets/DNA interaction; fluorescence polarization, His-ERG Ets domain / labelled DNA; Potency, µM (titrated, usually from 76.9 µM), inactives show at the highest dose FP activity, negative = inhibition, hits mostly inhibitors; 370,000 tested, 0.028% active; AID 624246, 2012; active = well fitted inhibition curve with a large enough effect in the polarisation, with a control signal flat; inconclusive = small, poorly fitted or top-dose-only effect, or effect the other way, or a change in a side signal; inactive = no such curve, though single readings can be large or run the other way; the % refers to the polarisation;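 note: polarization taken with two DNA probes labelled with fluorescein and Texas red; potency is the fitted concentration of half-maximal effect; % of control where 0% means no effect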
Target sequence (P11308 whole entry, looked up, the tested form may be a part): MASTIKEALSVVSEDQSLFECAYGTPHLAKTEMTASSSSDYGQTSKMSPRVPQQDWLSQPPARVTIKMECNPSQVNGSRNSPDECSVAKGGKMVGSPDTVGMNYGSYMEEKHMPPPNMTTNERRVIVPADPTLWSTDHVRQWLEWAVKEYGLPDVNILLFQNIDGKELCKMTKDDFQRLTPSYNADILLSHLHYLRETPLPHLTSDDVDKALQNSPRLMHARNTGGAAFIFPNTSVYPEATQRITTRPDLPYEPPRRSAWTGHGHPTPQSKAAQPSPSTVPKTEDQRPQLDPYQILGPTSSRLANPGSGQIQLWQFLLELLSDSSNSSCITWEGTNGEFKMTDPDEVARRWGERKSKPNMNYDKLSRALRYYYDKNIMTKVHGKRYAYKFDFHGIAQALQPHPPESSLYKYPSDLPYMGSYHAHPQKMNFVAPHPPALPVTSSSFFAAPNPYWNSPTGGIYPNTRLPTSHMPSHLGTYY
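His-tagged ERG Ets domain (1 uM in the protein solution; 300mM KCl, 50mM Tris-HCl, 1mM EDTA, 1mM DTT, pH 7.5) received compound, then a probe mix of 5 nM fluorescein-DNA and 100nM Texas-615-DNA. Fluorescence polarization was read for both dyes.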
HP1b binding inh: HTS for Inhibitors of HP1-beta Chromodomain Interactions with Methylated Histone Tails | AlphaScreen HP1-beta / biotin-H3K9me3 peptide binding | Potency, µM (titrated, usually from 114 µM), without a hit: at the top dose activity change, negative = inhibition, usual class: inhibitors | Chromobox protein homolog 1 (Homo sapiens), P83916 | AID 540317, 2011 | 390,000 tested, 0.56% active; note: potency is the fitted concentration of half-maximal effect; nearly all actives have a fitted effect of over 70% in size; inactives centre near 23
Target sequence (P83916 whole entry, looked up): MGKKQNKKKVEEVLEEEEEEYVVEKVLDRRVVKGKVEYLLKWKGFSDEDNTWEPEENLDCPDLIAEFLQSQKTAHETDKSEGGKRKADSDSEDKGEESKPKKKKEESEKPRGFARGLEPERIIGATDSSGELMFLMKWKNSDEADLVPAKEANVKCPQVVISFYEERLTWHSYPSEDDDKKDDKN
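Compound inhibition of the preformed complex between 50 nM HP1-beta and 50 nM biotinylated H3K9me3 peptide was read by AlphaScreen. Buffer was PBS pH 7.4 with 0.01% Tween-20. Incubations ran 30 min at room temperature, with 10 ug/mL donor/acceptor beads.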
GLS inh: qHTS for Inhibitors of Glutaminase (GLS) | Glutaminase kidney isoform, mitochondrial (Homo sapiens), O94925 | GLS enzymatic activity, qHTS titration | Potency, µM (doses to about 45.5 µM), without a hit: at the top dose activity change, negative = inhibition, usual class: inhibitors | 410,000 tested, 0.21% active | AID 624170, 2012; note: potency is the fitted concentration of half-maximal effect; % is set by controls: 0 for no effect and ±100 for the full control effect
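hKGA in 45 mM KH2PO4 pH 8.2, 0.02% Tween-20 with pin-transferred compounds; 1 mM L-glutamine (stock) plus glutamate oxidase/HRP/Amplex Red coupling added. Fluorescence read initially and after 30 min at RT.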
JMJD2A Tudor: qHTS Assay for Inhibitors of JMJD2A-Tudor Domain. Lysine-specific demethylase 4A (Homo sapiens), O75164. AlphaScreen JMJD2A-Tudor / H3K4me3 peptide binding. Potency, µM (doses to about 114 µM), for inactives: at the top dose activity change, negative = inhibition, actives largely listed as inhibitors. 390,000 tested, 4.4% active. AID 504339, 2011; note: potency is the fitted concentration of half-maximal effect; % is set by controls: 0 for no effect and ±100 for the full control effect; nearly all actives have a fitted effect of over 50% in size
BAZ2B inh: qHTS Assay for Inhibitors of BAZ2B; AlphaScreen BAZ2B-H3K14Ac peptide displacement; Potency, µM (top dose mostly 114 µM), for the others: top-dose activity change, negative = inhibition, actives largely listed as inhibitors; 360,000 tested, 4.4% active; AID 504333, 2011; note: potency is the fitted concentration of half-maximal effect; % is set by controls: 0 for no effect and ±100 for the full control effect; nearly all actives have a fitted effect of over 60% in size
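Protein-peptide AlphaScreen: BAZ2B 50 nM, b-H3K14Ac 50 nM, 1x PBS pH 7.4 + 0.01% Tween-20. Preincubation 30 min RT; cpd 30 min RT (top 110 uM); beads 20 min RT, light-protected.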
Pin1 inhibitor: qHTS Assay to Find Inhibitors of Pin1; Potency, µM (doses to about 115 µM), for inactives: at the highest dose activity, negative = inhibition, hits mostly inhibitors; AID 504891, 2011; 390,000 tested, 0.009% active; Pin1 FP peptide displacement, HiFluor488, 10 min; Peptidyl-prolyl cis-trans isomerase NIMA-interacting 1 (Homo sapiens), Q13526; active = well fitted inhibition curve with a large enough effect in the polarisation, with a control signal flat, not every such curve was filed as active; inconclusive = small, poorly fitted or top-dose-only effect, or effect the other way, or a change in a side signal; inactive = no such curve, though single readings can be large or run the other way; the % refers to the polarisation; note: potency is the fitted concentration of half-maximal effect; % is set by controls: 0 for no effect and ±100 for the full control effect
Target sequence (Q13526 whole entry, looked up): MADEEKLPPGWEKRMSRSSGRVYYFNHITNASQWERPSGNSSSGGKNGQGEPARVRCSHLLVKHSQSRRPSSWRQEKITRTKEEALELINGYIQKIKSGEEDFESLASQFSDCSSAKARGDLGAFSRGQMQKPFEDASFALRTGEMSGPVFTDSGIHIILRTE
PGK inhibitor: qHTS Assay to Find Inhibitors of Phosphoglycerate Kinase | Phosphoglycerate kinase, glycosomal (Trypanosoma brucei brucei), P07378 | PGK/GAPDH coupled, Kinase-Glo luminescence, 60 min | Potency, µM (titrated, usually from 57.5 µM), inactives show at the highest dose activity change, negative = inhibition, actives largely listed as inhibitors | 380,000 tested, 0.043% active; note: potency is the fitted concentration of half-maximal effect; % is set by controls: 0 for no effect and ±100 for the full control effect; nearly all actives have a fitted effect of over 60% in size
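Luminescent ATP detection (Kinase-Glo Plus) follows a 60-minute room-temperature incubation, with wells lacking PGK as controls. Buffer: 100 mM TEA (pH 7.6), 5 mM MgCl2, 0.01% Tween-20. Coupling enzyme GAPDH (100 nM final) supplies unstable 1,3-BPG in-well.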
G9a inh: qHTS Assay for Inhibitors of Histone Lysine Methyltransferase G9a. G9a H3K9 monomethylation, AlphaScreen, 2 h. Potency, µM (doses to about 102 µM), for the others: at the highest dose activity, negative = inhibition, actives largely listed as inhibitors. 350,000 tested, 8.8% active. AID 504332, 2011; note: potency is the fitted concentration of half-maximal effect; % is set by controls: 0 for no effect and ±100 for the full control effect; nearly all actives have a fitted effect of over 75% in size
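Compounds were preincubated with 20 nM G9a for 15 min, after which biotinylated H3K9 peptide (500 nM) and SAM (20 uM) started a 2 h room-temperature reaction. Monomethylated product was quantified by antibody-based AlphaScreen chemiluminescence.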
An asterisk follows results filed as active; i = inactive; ? = inconclusive; · = not tested or not shown; & = joins results of further samples; [ ] = another dose, or the depositor's remark. Unless noted, calls come from the whole dose curve; as a rule, active = well fitted curve in the direction sought with a large enough effect; inconclusive = small, poorly fitted or top-dose-only effect, or another doubt; inactive = no such curve, though single readings can be large; an effect the other way counts as inactive or inconclusive.

SMILES	PI4K2A inh	ERG Ets-DNA blk	HP1b binding inh	GLS inh	JMJD2A Tudor	BAZ2B inh	Pin1 inhibitor	PGK inhibitor	G9a inh
Cc1ccc(NC(=O)CN(C)C(=O)CCOc2ccccc2C)cc1	6	11%	33%	-11%	8%	-6%	1%	-9%	6%[59 µM]
Nc1ccc2oc(-c3ccc4nc[nH]c4c3)nc2c1	-3	5%	28%	50%[activator]	-9%	6%	12%	3%	-11%[59 µM]
COc1ccccc1NS(=O)(=O)c1cccc(NC(=O)Nc2ccc(Cl)cc2)c1	-3	10%	38%	14%	-22%	-36%	0%	1%	2%
CCc1ccccc1-n1c(SCC(=O)N2CCCC2)nc2[nH]ncc2c1=O	4	10%	24%	2%	1%	·	-7%	-11%	-24%
Cc1c(C(=O)O)oc2c1/C(=N\O)CCC2	58	-19%	10%	3%	?	1%	0%	i	?
CCOc1ccc(C2CC(=O)NC(SCC(=O)OC)=C2C#N)cc1 (stereo not drawn)	-1	-4%	36%[activator]	6%	-11%	9%	?	5%	71µM*
Cc1cc(NC(=O)C2CCC2)n(-c2ccccn2)n1	0	0%	46%	9%	-3%	5%	1%	7%	23%[59 µM]
CC(=O)N1c2ccc(S(=O)(=O)N3CCC(C(=O)N4CCN(c5cccc(C(F)(F)F)c5)CC4)CC3)cc2CC1C (stereo not drawn)	3	1%	39%[activator]	8%	-7%	-20%	-3%	3%	42%[activator]
O=C(CCCN1C(=O)C2CC=CCC2C1=O)Nc1cccc(F)c1 (stereo not drawn)	-5	2%	23%	-2%	?	-2%	11%	1%	0%
CC(C)Oc1ccc(CNC(=S)N/N=C/c2ccc([N+](=O)[O-])cc2)cc1	-3	·	-15%	12%	-18%	-6%	0%	-2%	69%[activator][12.7 µM]
CCOC(=O)C1=C(C)Nc2nc(C)nn2C1c1ccc(C)cc1 (stereo not drawn)	0	-6%	6%	17%	-26%	-8%	-2%	2%	?
Cc1ccc(N(Cc2cc3ccccc3[nH]c2=O)C(=O)c2ccco2)c(C)c1	6	1%	1%	6%	-28%	-12%	0%	?	-9%[12.7 µM]
O=C(Nc1nc2c(Br)cc(Br)cc2c(=O)s1)C1CCC1	2	-7%	35%	-3%	-12%	-19%	6%	-9%	?
CC(Sc1nnc(-c2ccccc2Br)o1)C(=O)N1CCOCC1 (stereo not drawn)	0	-2%	27%	4%	-5%	-4%	-3%	-6%	1%
CC1=NOC(=O)/C1=C\c1ccc(-c2ccccc2Br)o1	-6	13%	?	?	20µM*	25µM*	10%	-7%	7.1µM*
O=C(CSc1nc(-c2ccccc2)[nH]c1-c1ccccc1)Nc1ccc2c(c1)OCO2	-3	12%	?	-11%	?	56µM*	23%	-1%	22µM*
O=C(Nc1ccc(Cl)cn1)c1cccc(S(=O)(=O)N2CCCCC2)c1	-1	-5%	?	-9%	-2%	-31%	1%	-1%	-21%
CCC(C)Nc1nc(-c2c[nH]c3ccccc23)cs1 (stereo not drawn)	-7	58%[activator]	?	?	35µM*	25µM*	29%	-2%	11µM*
CC(C)(C)OC(=O)NCCCC[C@H](NC(=O)[C@H](Cc1c[nH]c2ccccc12)NC(=O)OCc1ccccc1)C(=O)O	2	-5%	23%	8%	-18%	-5%	-7%	i	-12%
CC(C)=CCc1c(O)cc(O)c2c(=O)c(O[C@@H]3O[C@@H](C)[C@H](O)[C@@H](O)[C@H]3O)c(-c3ccc(O)cc3)oc12	-1	-10%	-14%	3%	?	·	-1%	4%	·
COc1cc(OC)c(S(=O)(=O)NCc2cccnc2)cc1NC(C)=O	2	-6%	9%	-1%	-19%	-14%	-1%	-9%	-12%
O=C(Nc1nnc(C2=COCCO2)o1)c1ccc(S(=O)(=O)N2CCCC2)cc1	-9	16%	2%	4%	50µM*	·	-3%	-12%	?
COc1ccc(C(=O)NCC(C)NC(=O)c2ccc(OC)cc2)cc1 (stereo not drawn)	-3	1%	28%	-4%	-9%	·	-2%	-2%	·
Cc1ccc(S(=O)(=O)N(CC(=O)N/N=C/c2ccc(F)cc2)c2cccc3cccnc23)cc1	1	·	36%	-2%	1%	14%	1%	·	4%[59 µM]
CC(C)CNC(=O)CSc1nnc2ccccn12	4	2%	45%[activator]	0%	-3%	-7%	-9%	0%	45µM*
Additional results
SMILES	PI4K2A inh	ERG Ets-DNA blk	HP1b binding inh	GLS inh	JMJD2A Tudor	BAZ2B inh	Pin1 inhibitor	PGK inhibitor	G9a inh
COC(=O)C(NC(=O)c1ccccc1)=C1CCCCC1	-9	7%	43%[activator]	12%	3%	?	-2%	5%	1%
S=C(NC1CCCCC1)N1CCN(c2ccccn2)CC1	-3	-2%	?	0%	-4%	-1%	-14%	-10%	24%[59 µM]
N#C/C(=C\c1ccc(O)c(O)c1)C(=O)Nc1ccccc1	-4&-3	3%	?	69%[activator]	?	13µM*	30%	-10%	7.1µM*
COc1ccc(Cc2nc3ccc(C(=O)NCC4COCCO4)cc3o2)cc1 (stereo not drawn)	-5	5%	20%	6%	-1%	0%	-1%	-7%	18%
CCc1cccc(CC)c1N(COC)C(=O)Cn1c(CO)nc2ccccc21	1	-5%	18%	1%	-19%	12%	-4%	-3%	3%
COc1ccc(/C=N/n2c(SC)nnc2-c2ccccc2)c(OC)c1OC	8	-4%	39%	11%	-11%	-11%	12%	-2%	-9%
CCOC(=O)/C(=N\Nc1cc(Cl)ccc1Cl)N1CCOCC1	-4	14%	20%	24%	-9%	13%	-1%	-3%	?
CC(=Nc1ccccc1)C1=C(O)CCCC1=O	-1	-9%	1%	42%[activator]	25µM*	4%	1%	-2%	?
CC(=O)NCC(=O)NC1CCCc2c1cnn2-c1ccccc1F (stereo not drawn)	3	1%	30%	-2%	-5%	12%	-1%	8%	11%[0.501 µM]
Cc1nc(SCC(=O)N(CC(C)C)C2CCS(=O)(=O)C2)c2ccccc2n1 (stereo not drawn)	-7	-4%	42%	24%	-8%	2%	-6%	5%	-74%[12.7 µM]
COc1ccc(NC(=O)N2CC(C)OC(C)C2)cc1OC (stereo not drawn)	2	1%	18%	17%	-14%	0%	-9%	i	26%[59 µM]
O=C(Nc1c(Cl)cccc1Cl)C1CCC1	-1	-1%	15%	-2%	-3%	13%	1%	10%	0%
Cc1ccc(OCC(=O)NCC(=O)n2nc(C)cc2C)cc1	-2	3%	32%	1%	-1%	5%	1%	-9%	7%
CCN(CC)C(=O)C(=O)c1ccn(-c2c(C)csc2C(=O)OC)c1	-1	-4%	34%	-1%	-6%	-1%	0%	-7%	10%[12.7 µM]
Cn1c2c(c(=O)n(C)c1=O)C(c1cccc(O)c1)CC(=O)N2 (stereo not drawn)	-5	2%	5%	0%	-16%	-2%	0%	-5%	10%[59 µM]
O=C(CN1C(=O)C2CCCCN2c2ccc(C(=O)N3CCCC3)cc21)NCc1ccc(F)cc1 (stereo not drawn)	0	0%	26%[57 µM]	25%	-8%	-2%	-9%	9%	-1%[59 µM]
CCSC1=N/C(=C\c2ccc(C(=O)O)cc2)C(=O)S1	2	2%	1%	20%	-36%	?	?	-7%	?
CCOC(=O)C1CC2=C(CCCC2=O)N(Cc2ccccc2)C1=O (stereo not drawn)	2	-3%	70%[activator]	-6%	-7%	·	0%	-1%	·
COc1cc(/C=N/NC(=O)c2cccc3ccccc23)cc(OC)c1OC	6	15%	3%	12%	-22%	7%	2%	-5%	25%
CN(N)c1nc(-c2ccccc2)cc(-c2ccccc2)n1	3	-15%	-26%	?	?	?	-8%	5%	·
O=S(=O)(NCC(c1cccnc1)N1CCN(c2ccccc2)CC1)c1cccs1 (stereo not drawn)	-2	-1%	0%	28%	-26%	?	2%	-7%	?
CCn1c(Cc2ccccc2)nnc1SC(C)C(=O)NC1CC1 (stereo not drawn)	109	-1%	33%	1%	-1%	-2%	-3%	-11%	-1%[0.501 µM]
CCNc1nc(Cl)nc(N(NC(C)=O)C(C)CC)n1 (stereo not drawn)	-6	6%	74%[activator]	-19%	18%[11.4 µM]	11%	-1%	-6%	20%[59 µM]
COc1cc(S(=O)(=O)N2CC(=O)Nc3ccccc32)ccc1NC(C)=O	-2	6%	26%	-1%	-12%	1%	3%	-7%	40µM*
C/C(=N/NC(=O)c1cccc(N2CCCC2=O)c1)c1ccncc1	5	6%	-3%	1%	-12%	-5%	-1%	-9%	0%
CCn1c(=O)c(C(=O)NCc2ccc(Cl)cc2)c(O)c2ccccc21	1	14%	134%[activator]	1%	35%	?	-9%	-5%	35%[59 µM]
CC(=O)c1ccc(S(=O)(=O)NCCC(=O)NCCc2c[nH]c3ccccc23)cc1	-10	11%	24%	10%	-35%	?	-1%	-8%	41%[2.33 µM]
